697 NFkB inh: inhibitors of the PMA/ionomycin-induced NF-kB reporter in 697 B cells; inhibition, % at 4 µM; AID 435022; 330,000 tested, 0.33% active; 697 B-cell NF-kB luciferase reporter, 16 h; in the data active = inhibition above about 35%
CXCR6 block: blocks human CXCR6 beta-arrestin recruitment. 360,000 tested, 0.36% active. O00574. CHO-K1 PathHunter CXCR6 beta-arrestin, luminescence. inhibition, % at 20 µM; in the data active = inhibition above about 34%, passing the limit was not always enough;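 also: antagonist mode with CXCL16 agonist at 10 nM final; 0% = 10 nM CXCL16 with DMSO and 100% = unstimulated wells without agonist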
EBI2 block: blocks human EBI2 receptor beta-arrestin signaling | inhibition, % at 5 µM | P32249 | 360,000 tested, 0.81% active | EBI2 beta-arrestin recruitment, luminescence, 7a,25-OHC stimulated; in the data active = inhibition above about 38%;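 also: enzyme fragment complementation signal reports receptor beta-arrestin coupling in cells; 0% = agonist plus DMSO wells and 100% = wells without agonist; some results beyond the cut were filed as inactive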
APJ antagonist: antagonists of human APJ apelin receptor | P35414 | CHO-K1 APJ beta-arrestin complementation, luminescence | inhibition, % at 20 µM | 330,000 tested, 0.32% active | AID 2521;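 active = inhibition above about 40% at 20 µM, limit read from the data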;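 also: cells challenged with 10 nM apelin-13 agonist together with compound; plate controls were apelin-13 plus DMSO wells for no effect and DMSO wells lacking apelin-13 for full effect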
Target sequence (P35414 whole entry, looked up): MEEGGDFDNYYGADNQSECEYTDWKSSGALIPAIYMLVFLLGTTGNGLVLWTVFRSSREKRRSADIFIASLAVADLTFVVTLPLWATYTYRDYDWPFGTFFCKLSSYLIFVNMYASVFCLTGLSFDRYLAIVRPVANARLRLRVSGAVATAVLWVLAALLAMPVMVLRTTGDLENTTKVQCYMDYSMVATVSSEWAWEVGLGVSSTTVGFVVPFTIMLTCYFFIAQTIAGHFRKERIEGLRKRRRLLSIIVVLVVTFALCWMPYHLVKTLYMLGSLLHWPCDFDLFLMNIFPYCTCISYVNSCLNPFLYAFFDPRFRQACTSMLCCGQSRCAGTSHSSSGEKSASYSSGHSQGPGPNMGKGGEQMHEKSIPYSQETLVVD
Jurkat NFkB inh: lowers PMA/ionomycin-induced NF-kB signal in Jurkat cells; PMA/ionomycin-induced NF-kB luciferase reporter, luminescence; inhibition, % at 4 µM; 330,000 tested, 0.53% active; AID 435003; in the data active = inhibition above about 50%
UBC13 inh: human UBC13 polyubiquitination inhibition; P61088; AID 485273; UBC13 polyubiquitin chain formation, TR-FRET; 330,000 tested, 0.47% active; inhibition, % at 20 µM; in the data active = inhibition above about 45%, passing the limit was not always enough
Target sequence (P61088 whole entry, looked up): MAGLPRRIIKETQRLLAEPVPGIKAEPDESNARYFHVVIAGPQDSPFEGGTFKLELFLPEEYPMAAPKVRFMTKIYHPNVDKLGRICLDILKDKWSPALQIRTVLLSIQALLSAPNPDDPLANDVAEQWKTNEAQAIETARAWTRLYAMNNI
Gli-Sufu block: blocks Gli-Sufu signaling in a luciferase reporter; inhibition, % at 5 µM; Sufu-KO-LIGHT fibroblasts, Gli luciferase reporter luminescence; AID 588413; 340,000 tested, 0.74% active;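 active = inhibition above about 55%, limit read from the data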;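 also: 0% = DMSO-treated cells and 100% = wells with medium but no cells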
CCR6 antagonist: antagonists of human CCR6 receptor; P51684; inhibition, % at 20 µM; 340,000 tested, 0.49% active; CHO-K1 CCR6 PathHunter beta-arrestin, luminescence, CCL20-stimulated;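 active = compounds whose inhibition of the agonist-driven luminescence signal at 20 µM reaches about 50%, limit read from the data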;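 also: cells stimulated with CCL20 at 14 nM final; plate controls were DMSO with CCL20 for no effect and DMSO without agonist for full effect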
Target sequence (P51684 whole entry, looked up): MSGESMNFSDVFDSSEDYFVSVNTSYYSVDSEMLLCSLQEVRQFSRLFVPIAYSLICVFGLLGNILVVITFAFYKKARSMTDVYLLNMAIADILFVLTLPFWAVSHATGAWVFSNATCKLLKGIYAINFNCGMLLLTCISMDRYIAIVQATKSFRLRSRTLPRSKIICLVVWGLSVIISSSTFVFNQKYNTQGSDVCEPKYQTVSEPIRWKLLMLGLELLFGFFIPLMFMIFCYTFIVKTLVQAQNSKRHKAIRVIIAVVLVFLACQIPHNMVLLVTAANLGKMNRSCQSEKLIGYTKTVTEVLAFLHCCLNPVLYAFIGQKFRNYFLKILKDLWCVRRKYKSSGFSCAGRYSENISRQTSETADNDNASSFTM
* = called active by the depositor.

What do the screens show for `O=C(NC(=S)Nc1ccc2[nH]c(=O)[nH]c2c1)c1ccccc1[N+](=O)[O-]`?
697 NFkB inh: -9; CXCR6 block: 4; EBI2 block: 2; APJ antagonist: -1; Jurkat NFkB inh: 2; UBC13 inh: -5; Gli-Sufu block: -8; CCR6 antagonist: 29

How did COc1ccc(C2=NN(CCC(=O)NC3CCC(C)CC3)C(=O)CC2)cc1 (stereo unspecified) do in these assays?
697 NFkB inh: 15; CXCR6 block: 7; EBI2 block: -16; APJ antagonist: 5; Jurkat NFkB inh: 5; UBC13 inh: 3; Gli-Sufu block: 6; CCR6 antagonist: 10

What do the screens show for `Cc1sc2ncn(CC(=O)N3CCC(C(N)=O)CC3)c(=O)c2c1S(=O)(=O)N1CCOCC1`?
697 NFkB inh: 7; CXCR6 block: 6; EBI2 block: 7; APJ antagonist: 2; Jurkat NFkB inh: 7; UBC13 inh: 8; Gli-Sufu block: -13; CCR6 antagonist: 4

How did CC(=O)Nc1ccc(NC(=O)CN2C(=O)COc3ccc(S(=O)(=O)N4CCCCC4)cc32)cc1 do in these assays?
697 NFkB inh: 3; CXCR6 block: 5; EBI2 block: -6; APJ antagonist: 19; Jurkat NFkB inh: -7; UBC13 inh: 2; Gli-Sufu block: 13; CCR6 antagonist: 5

What do the screens show for `O=C(c1ccc2[nH]ccc2c1)N1CCCC(Nc2ccccc2)C1` (stereo unspecified)?
697 NFkB inh: 5; CXCR6 block: -4; EBI2 block: 5; APJ antagonist: 13; Jurkat NFkB inh: 3; UBC13 inh: -5; Gli-Sufu block: -3; CCR6 antagonist: 9

How did CC(CC12CC3CC(CC(C3)C1)C2)NCc1ccccc1O (stereo unspecified) do in these assays?
697 NFkB inh: -50; CXCR6 block: -11; EBI2 block: 6; APJ antagonist: 0; Jurkat NFkB inh: 19; UBC13 inh: 30; Gli-Sufu block: 33; CCR6 antagonist: 6

Results for Cn1c(N)c(C(=O)CSc2n[nH]c(-c3ccccc3)n2)c(=O)n(C)c1=O ?
697 NFkB inh: 6; CXCR6 block: 6; EBI2 block: -1; APJ antagonist: -15; Jurkat NFkB inh: 3; UBC13 inh: 1; Gli-Sufu block: -2; CCR6 antagonist: 7

How did Cc1cc(C)cc(NC(=S)N2CCN(c3ncccn3)CC2)c1 do in these assays?
697 NFkB inh: -24; CXCR6 block: -8; EBI2 block: -8; APJ antagonist: 8; Jurkat NFkB inh: 1; UBC13 inh: 5; Gli-Sufu block: -3; CCR6 antagonist: 9

How did CCOC(=O)c1cc(NC(=O)/C=C\C(=O)O)ccc1Cl do in these assays?
697 NFkB inh: 5; CXCR6 block: 4; EBI2 block: -2; APJ antagonist: 5; Jurkat NFkB inh: -1; UBC13 inh: 6; Gli-Sufu block: -9; CCR6 antagonist: 10

How did Cc1cc(NC(=O)Cn2cnc3sc(C)c(-c4ccccc4)c3c2=O)no1 do in these assays?
CXCR6 block: 13; EBI2 block: -11; Gli-Sufu block: -1; CCR6 antagonist: 17

What do the screens show for `N#CC1=C(N)Oc2cc(N)ccc2C1C1CCCCC1` (stereo unspecified)?
697 NFkB inh: -19; CXCR6 block: -4; EBI2 block: 0; APJ antagonist: 4; Jurkat NFkB inh: 15; UBC13 inh: 0; Gli-Sufu block: -9; CCR6 antagonist: 16

How did CN1CCN(c2nc(-c3ccncc3)nc3ccccc23)CC1 do in these assays?
697 NFkB inh: 3; CXCR6 block: -6; EBI2 block: -4; APJ antagonist: 11; Jurkat NFkB inh: -7; UBC13 inh: -4; Gli-Sufu block: 10; CCR6 antagonist: -9

Results for C/C=C/c1cc(CN2CCN(c3ccc(OC)cc3)CC2)c(O)c(OC)c1 ?
697 NFkB inh: -5; CXCR6 block: -1; EBI2 block: 18; APJ antagonist: -3; Jurkat NFkB inh: 6; UBC13 inh: 2; Gli-Sufu block: 21; CCR6 antagonist: 8

How did CCOC(=O)c1c(NC(=O)Cn2nc(C(=O)O)c3ccccc3c2=O)sc(CC)c1C do in these assays?
697 NFkB inh: 4; CXCR6 block: 0; EBI2 block: 5; APJ antagonist: 1; Jurkat NFkB inh: -12; UBC13 inh: -3; Gli-Sufu block: 1; CCR6 antagonist: -4

Results for Nc1ccc(SCc2nc3cccc4c3n2CCC4)cc1 ?
697 NFkB inh: -16; CXCR6 block: 4; EBI2 block: 9; APJ antagonist: -1; Jurkat NFkB inh: -2; UBC13 inh: -6; Gli-Sufu block: -20; CCR6 antagonist: -5

Results for CCc1nc(SCC(=O)N2CCCCC2)c2c(=O)n(C)c(=O)n(C)c2n1 ?
697 NFkB inh: -28; CXCR6 block: 6; EBI2 block: -8; APJ antagonist: 6; Jurkat NFkB inh: 3; UBC13 inh: 1; Gli-Sufu block: -8; CCR6 antagonist: -2

Results for O=C(Cc1ccccc1)Oc1coc(CSc2ncccn2)cc1=O ?
697 NFkB inh: 23; CXCR6 block: -2; EBI2 block: -9; APJ antagonist: 2; Jurkat NFkB inh: 0; UBC13 inh: 9; Gli-Sufu block: -4; CCR6 antagonist: 1

What do the screens show for `CC1CN(C(=O)c2cc3cc(F)ccc3[nH]2)CC(C)O1` (stereo unspecified)?
697 NFkB inh: 0; CXCR6 block: 0; EBI2 block: -2; APJ antagonist: -5; Jurkat NFkB inh: -14; UBC13 inh: 2; Gli-Sufu block: 4; CCR6 antagonist: 8

Results for Cc1ccc(/C=C/C(=O)Nc2ccc(O)c3c(=O)cc(-c4ccccc4Cl)oc23)cc1 ?
697 NFkB inh: -18; CXCR6 block: 5; EBI2 block: 44*; APJ antagonist: 7; Jurkat NFkB inh: -12; UBC13 inh: -20; Gli-Sufu block: -23; CCR6 antagonist: 8

How did CC(=O)Nc1cccc(N2C(=O)CC(Cc3ccccc3)C2=O)c1 (stereo unspecified) do in these assays?
697 NFkB inh: 12; CXCR6 block: -11; EBI2 block: 0; APJ antagonist: 17; Jurkat NFkB inh: 5; UBC13 inh: 4; Gli-Sufu block: 1; CCR6 antagonist: 8

How did Cc1cc(C)nc(NC2=NCC(=O)N2c2ccccc2Br)n1 do in these assays?
697 NFkB inh: -23; CXCR6 block: -4; EBI2 block: -9; APJ antagonist: -62; Jurkat NFkB inh: -9; UBC13 inh: -4; Gli-Sufu block: 5; CCR6 antagonist: -1

Results for Cc1ccc(CC(=O)NNC(=O)c2ccncc2)cc1C ?
697 NFkB inh: -1; CXCR6 block: 1; EBI2 block: -8; APJ antagonist: 10; Jurkat NFkB inh: 11; UBC13 inh: 0; Gli-Sufu block: -17; CCR6 antagonist: -3

How did CCOC(=O)c1c(C)n(C)c2ccc(OCC(O)CN3C(=O)c4ccccc4S3(=O)=O)cc12 (stereo unspecified) do in these assays?
697 NFkB inh: -8; CXCR6 block: 8; EBI2 block: 6; APJ antagonist: -7; Jurkat NFkB inh: 4; UBC13 inh: 15; Gli-Sufu block: 28; CCR6 antagonist: -4

How did O=C(COC(=O)COc1ccc(Br)cc1)NCc1ccccc1 do in these assays?
697 NFkB inh: 0; CXCR6 block: 1; EBI2 block: -10; APJ antagonist: -10; Jurkat NFkB inh: -6; UBC13 inh: 10; Gli-Sufu block: -2; CCR6 antagonist: 1

What do the screens show for `CC(=O)N1c2ccc(S(=O)(=O)NCC3CCC(C(=O)NCc4ccc(C)o4)CC3)cc2CC1C` (stereo unspecified)?
697 NFkB inh: 11; CXCR6 block: -6; EBI2 block: -9; APJ antagonist: 13; Jurkat NFkB inh: 0; UBC13 inh: 7; Gli-Sufu block: 1; CCR6 antagonist: 7

How did COc1ccc(CCN(C)Cc2c(O)ccc3ccccc23)cc1OC do in these assays?
697 NFkB inh: 10; CXCR6 block: -4; EBI2 block: 3; APJ antagonist: -6; Jurkat NFkB inh: 7; UBC13 inh: -8; Gli-Sufu block: 13; CCR6 antagonist: 8

Results for CCOC(=O)C1(Cc2ccc(Cl)cc2)CCN(C(=O)c2sc(C)nc2C)CC1 ?
697 NFkB inh: -34; CXCR6 block: -11; EBI2 block: 8; APJ antagonist: 4; Jurkat NFkB inh: 7; UBC13 inh: 6; Gli-Sufu block: 21; CCR6 antagonist: 13

What do the screens show for `Cc1nc2[nH]c(=O)c3c(n2n1)NC1=C(C(=O)CC(C)(C)C1)C3c1ccc(F)cc1` (stereo unspecified)?
697 NFkB inh: 11; CXCR6 block: 10; EBI2 block: -17; APJ antagonist: -2; Jurkat NFkB inh: 6; UBC13 inh: 11; Gli-Sufu block: 5; CCR6 antagonist: -7

What do the screens show for `CCCOc1ccc([N+](=O)[O-])c(N)c1`?
697 NFkB inh: -7; CXCR6 block: 1; EBI2 block: 0; APJ antagonist: -6; Jurkat NFkB inh: -1; UBC13 inh: -22; Gli-Sufu block: 5; CCR6 antagonist: -12

Results for O=C(NCCCl)c1ccc(OCc2ccccc2)cc1Cl ?
697 NFkB inh: -7; CXCR6 block: 0; EBI2 block: -14; APJ antagonist: -20; Jurkat NFkB inh: -34; UBC13 inh: 0; Gli-Sufu block: -16; CCR6 antagonist: 5

Results for Oc1cccc(/C=C/c2ccc3cccc(O)c3n2)c1 ?
697 NFkB inh: -360; CXCR6 block: 30; EBI2 block: -6; APJ antagonist: -10; Jurkat NFkB inh: -167; UBC13 inh: -17; Gli-Sufu block: 11; CCR6 antagonist: 31

How did CC12CC(c3ccccc3O1)C(C(=O)N1CCOCC1)C(=O)N2 (stereo unspecified) do in these assays?
697 NFkB inh: 6; CXCR6 block: 8; EBI2 block: -16; APJ antagonist: -12; Jurkat NFkB inh: -13; UBC13 inh: 2; Gli-Sufu block: 8; CCR6 antagonist: -4

How did CC(=O)NNC(=O)C(O)(c1ccccc1)c1ccccc1 do in these assays?
697 NFkB inh: -11; CXCR6 block: 0; EBI2 block: 2; APJ antagonist: -9; Jurkat NFkB inh: -3; UBC13 inh: 0; Gli-Sufu block: 4; CCR6 antagonist: 14

How did Cn1c(C(=O)N2CCN(Cc3ccccc3)CC2)cc2c(=O)n(C)c3ccccc3c21 do in these assays?
697 NFkB inh: 1; CXCR6 block: 2; EBI2 block: 6; APJ antagonist: -56; Jurkat NFkB inh: -1; UBC13 inh: 4; Gli-Sufu block: 3; CCR6 antagonist: 16

What do the screens show for `CCOc1ccccc1C(=O)NCCC(=O)O`?
697 NFkB inh: -17; CXCR6 block: -13; EBI2 block: -2; APJ antagonist: 13; Jurkat NFkB inh: -5; UBC13 inh: -8; Gli-Sufu block: 7; CCR6 antagonist: 9

How did CC[C@]1(C(=O)OC)[C@H]2C(=O)N(Cc3ccccc3)C(=O)[C@H]2[C@H]2CN(C)C(=NCc3ccccc3)N21 do in these assays?
697 NFkB inh: 0; CXCR6 block: 0; EBI2 block: -7; Gli-Sufu block: -8; CCR6 antagonist: 1

What do the screens show for `COc1cccc(OC)c1C(=O)OCCCOC(=O)c1c(OC)cccc1OC`?
697 NFkB inh: -3; CXCR6 block: 0; EBI2 block: -15; APJ antagonist: -8; Jurkat NFkB inh: 16; UBC13 inh: 3; Gli-Sufu block: 7; CCR6 antagonist: 14

What do the screens show for `O=C(Cc1ccccc1)NCC(=O)N/N=C/c1cccnc1`?
697 NFkB inh: -3; CXCR6 block: -4; EBI2 block: 4; APJ antagonist: 15; Jurkat NFkB inh: 14; UBC13 inh: 5; Gli-Sufu block: 0; CCR6 antagonist: 7

Random excerpt: three records from the list, in no set order.
How did Cn1c(C(=O)N2CCN(Cc3ccccc3)CC2)cc2c(=O)n(C)c3ccccc3c21 do in these assays?
697 NFkB inh: 1; CXCR6 block: 2; EBI2 block: 6; APJ antagonist: -56; Jurkat NFkB inh: -1; UBC13 inh: 4; Gli-Sufu block: 3; CCR6 antagonist: 16

How did Cc1cc(C)nc(NC2=NCC(=O)N2c2ccccc2Br)n1 do in these assays?
697 NFkB inh: -23; CXCR6 block: -4; EBI2 block: -9; APJ antagonist: -62; Jurkat NFkB inh: -9; UBC13 inh: -4; Gli-Sufu block: 5; CCR6 antagonist: -1

Results for Cc1ccc(CC(=O)NNC(=O)c2ccncc2)cc1C ?
697 NFkB inh: -1; CXCR6 block: 1; EBI2 block: -8; APJ antagonist: 10; Jurkat NFkB inh: 11; UBC13 inh: 0; Gli-Sufu block: -17; CCR6 antagonist: -3

Screens as filed in PubChem.
